# IL1B cytotox – cytotoxicity in IL-1B stimulated HUVEC, primary screen, cytotoxicity control for IL-1B NFkB translocation project, imaging, Hoechst nuclear count, IL-1B stimulus; HUVEC cell count loss; cell count reduction, % at 2 µM; 94,000 compounds, 0.41% hits; AID 845, 2007;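 active = cell count reduction more than 3 SD above the screen-wide mean, cut at about 70% in these data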;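 note: normalized per plate to untreated control cells as the no-loss baseline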
# Candida biofilm – clotrimazole potentiators killing Candida biofilms, primary screen, with clotrimazole, Alamar Blue. C. albicans biofilm + clotrimazole. inhibition, % at 6 µM. 85,000 compounds, 0.14% hits. AID 834, 2007;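 active = inhibition above 20%; inactive = inhibition below 20%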;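 note: preformed 24 hr biofilms exposed to compound for 48 hr; 0% = biofilm without compound and 100% = blank killed by clotrimazole plus chlorhexidine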
# ERb coact inh – inhibitors of ERβ-SRC1 coactivator interaction, primary screen, biochemical, TR-FRET, ERβ LBD, SRC-1 peptide. AID 633, 2007. TR-FRET ER-beta LBD / SRC1-Cy5 peptide binding; receptor agonist-loaded with 1 µM estradiol. 86,000 compounds, 1.3% hits. Estrogen receptor beta (Homo sapiens), Q92731. inhibition, % at 25.6 µM;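 active = compounds whose percent inhibition of the receptor-coactivator binding signal exceeds about 50% in the single-dose screen, limit read from the data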;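 note: 0% = receptor plus peptide wells without compound and 100% = peptide-only wells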
# VCAM1 TNFa inh – inhibitors of TNFa-induced VCAM1 expression, primary screen, imaging, HUVEC, TNFa stimulus, immunofluorescence. inhibition, % at 2 µM. HUVEC TNFa-induced VCAM-1 immunofluorescence, high-content imaging. 95,000 compounds, 0.48% hits. AID 802, 2007;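 active = inhibition above the batch mean plus 3 SD, with images confirmed as a hit by eye, cut at about 37% in these data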;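 note: 0% = TNF-stimulated DMSO wells and 100% = unstimulated control wells; not every result past the cut was called active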
# sEH act – soluble epoxide hydrolase activators, primary screen, biochemical, human sEH; purified human sEH enzymatic activity, activator screen; 91,000 compounds, 0.04% hits; Bifunctional epoxide hydrolase 2 (Homo sapiens), P34913; activation, % at 2 µM; in the data active = activation above about 37%; note: values of inactives mirror those of a sister screen read the other way
# Target sequence (P34913 whole entry, looked up): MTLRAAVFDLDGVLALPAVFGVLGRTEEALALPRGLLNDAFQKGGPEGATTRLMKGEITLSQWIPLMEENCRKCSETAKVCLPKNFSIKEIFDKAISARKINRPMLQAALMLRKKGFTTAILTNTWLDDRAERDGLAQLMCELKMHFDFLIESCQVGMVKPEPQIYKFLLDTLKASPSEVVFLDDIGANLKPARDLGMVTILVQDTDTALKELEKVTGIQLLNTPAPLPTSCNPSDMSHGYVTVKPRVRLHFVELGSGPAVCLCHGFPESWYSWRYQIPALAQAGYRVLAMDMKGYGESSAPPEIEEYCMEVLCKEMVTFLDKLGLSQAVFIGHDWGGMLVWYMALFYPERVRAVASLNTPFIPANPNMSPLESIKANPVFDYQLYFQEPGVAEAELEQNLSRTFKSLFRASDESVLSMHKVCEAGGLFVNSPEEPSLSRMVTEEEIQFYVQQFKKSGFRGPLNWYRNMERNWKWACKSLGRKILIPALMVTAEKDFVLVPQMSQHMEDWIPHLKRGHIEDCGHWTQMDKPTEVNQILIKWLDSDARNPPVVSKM
# cytoskel mod – modifiers of F-actin cytoskeleton organization, primary screen, imaging, HUVEC, phalloidin staining, high-content imaging; 91,000 compounds, 0.18% hits; inhibition, % at 2 µM; HUVEC TNFa F-actin phalloidin imaging;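 active = inhibition above the batch mean plus 3 SD and confirmed as a hit by visual image inspection, cut at about 30% in these data, passing the limit was not always enough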; note: strong numbers were not always called active
# TNFa cytotox – cytotoxicity in TNFa-stimulated HUVEC, primary screen, cytotoxicity control for VCAM1 expression modulator project, imaging, Hoechst nuclei count | HUVEC TNFalpha-stimulated, Hoechst cell count | cell count reduction, % at 2 µM | 93,000 compounds, 0.17% hits | AID 848, 2007;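 active = cell count reduction exceeding the screen mean by over 5 SD, scaled to untreated wells per plate, cut at about 78% in these data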;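 note: cells counted after 24 h of TNF alpha exposure following the 1 h pretreatment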
# Smad3 FoxH1 inh – Smad3/FoxH1 peptide binding inhibitors, primary screen, biochemical, TR-FRET; AID 630, 2007; 88,000 compounds, 0.29% hits; TR-FRET Smad3/Dy647-FoxH1 peptide binding, europium anti-His; Mothers against decapentaplegic homolog 3 (Homo sapiens), P84022; inhibition, % at 25 µM;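 active = compounds that reduce the energy-transfer binding signal between the protein and its labelled peptide by more than half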;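 note: 0% = Smad3 plus labelled peptide maximal FRET and 100% = peptide-only background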
# Target sequence (P84022 whole entry, looked up): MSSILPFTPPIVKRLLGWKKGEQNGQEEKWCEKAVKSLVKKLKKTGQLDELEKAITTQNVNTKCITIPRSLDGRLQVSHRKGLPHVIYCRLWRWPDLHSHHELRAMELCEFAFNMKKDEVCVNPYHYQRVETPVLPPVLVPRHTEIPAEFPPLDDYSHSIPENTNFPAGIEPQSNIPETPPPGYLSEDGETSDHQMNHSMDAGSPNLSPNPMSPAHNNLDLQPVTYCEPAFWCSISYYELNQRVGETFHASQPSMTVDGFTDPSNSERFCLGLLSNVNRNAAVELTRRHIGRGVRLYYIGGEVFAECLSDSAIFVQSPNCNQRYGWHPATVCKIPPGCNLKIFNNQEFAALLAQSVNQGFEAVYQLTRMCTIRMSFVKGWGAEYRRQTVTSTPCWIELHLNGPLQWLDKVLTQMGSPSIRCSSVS
# sEH inh – soluble epoxide hydrolase inhibitors, primary screen, biochemical, human sEH. Bifunctional epoxide hydrolase 2 (Homo sapiens), P34913. recombinant human sEH enzymatic activity assay. inhibition, % at 2 µM. 91,000 compounds, 0.34% hits. AID 707, 2007; in the data active = inhibition above about 80%; note: values of inactives mirror those of a sister screen read the other way; many of its hits are not listed in these tables
# Numbers without * were called inactive; . = not tested or not shown; [ ] = another dose, or the depositor's remark. A portion of the library (hit frequency here may not be typical).
SMILES,IL1B cytotox,Candida biofilm,ERb coact inh,VCAM1 TNFa inh,sEH act,cytoskel mod,TNFa cytotox,Smad3 FoxH1 inh,sEH inh
Cc1cc(NC(=O)c2ccc(Cl)cc2)c(C(C)C)cc1O,-40,.,.,-24,7,-8,-24,.,-6
CCCCSc1[nH]c(=O)c(C(=O)OCC)cc1C#N,-5,2,-4,4,6,9,-28,-3,-6
CCOc1ccc2[nH]c(C)c(CN3CCN(C)CC3)c(=O)c2c1,-16,7,9,15,3,.,-22,0,-7
O=C1CCC(C(=O)OCc2cc(Cl)ccc2OC(F)F)N1 (stereo unspecified),-7,-5,1,-12,3,4,-38,-11,-4
C/C(=C/C=N/Nc1nc(N2CCCCC2)nc(N2CCCCC2)n1)c1ccccc1,-6,.,.,17,14,-3,-2,.,-13
CC(=O)C1C(=O)c2c(cccc2[N+](=O)[O-])C1=Nc1ccccc1C (stereo unspecified),0,2,-1,4,3,32,-18,-3,-9
Cc1ccc(SCC(=O)NCc2cccnc2)cc1,8,3,-5,8,5,-19,12,3,-8
COc1ccc(NC(=O)CSc2nc(NS(=O)(=O)c3ccccc3)cc(=O)[nH]2)cc1,14,4,2[fluorescence artefact?],4,7,9,-31,10,-6
Cc1ccc(S(=O)(=O)Nc2cc(C(=O)NCCN3CCCC3)ccc2N2CCCCC2)cc1,16,11,-3,74*,17,-20,88*,3,-15
O=C(Cn1nc(Cc2ccncc2)c2ccccc2c1=O)N1CCc2ccccc2C1,4,18,3,3,9,4,2,7,-10
CC1=NOC(=O)/C1=C\c1ccc(-c2cc(Cl)ccc2Cl)o1,-4,3,7,2,-9,12,-14,11,4
CCOc1cc(S(=O)(=O)NC2CCCCCC2)ccc1F,-21,5,-21,1,0,9,-13,4,0
O=C1c2ccccc2N2C(=O)c3ccccc3[C@H]2N1c1ccccc1,6,2,-6,-23,-2,-10,-14,10,3
CO/N=C(/CS(=O)(=O)c1ccc(C)cc1)c1ccc(OC)cc1,.,-5,4,-4,12,-28,8,-12,-15
COC(=O)c1c(NC(=O)CSc2nnc(CNc3ccc(Cl)cc3)o2)sc(C)c1C,-12,-3,-4,-15,-5,0,-25,14,3
CSc1nc(N)nc(SCCS(=O)(=O)c2ccc(Cl)cc2)c1C#N,-14,3,-1[fluorescence artefact?],22,-8,2,-28,3,10
Cc1cc2c(cc1C)-c1nnnn1C(C)(C)C2,9,9,-8,-8,3,-2,.,-1,-5
CC(C)(C)n1nc2c(c1NC(=O)c1ccc(Br)o1)CS(=O)C2 (stereo unspecified),2,7,-6[fluorescence artefact?],-5,-5,.,-11,8,5
Cc1ccccc1-c1nc2ccccc2[nH]1,-34,0,4,-2,-7,2,-24,-15,11
Cn1c(=O)oc2cc(S(=O)(=O)N3CCCC3)ccc21,-2,3,-11[fluorescence artefact?],13,.,13,-23,3,.
Cc1c(C(=O)NCC2CCCO2)oc2ccc(S(=O)(=O)N3CC(C)CC(C)C3)cc12 (stereo unspecified),-11,7,1[fluorescence artefact?],9,4,0,-10,-2,-2
CCOc1ccccc1-n1c(CN2CCN(C(=O)c3ccco3)CC2)nc2ccccc2c1=O,12,5,-28,14,2,-10,-5,6,3
COc1ccc2nc(N3C(=O)CC(Cc4ccc(Cl)cc4)C3=O)sc2c1 (stereo unspecified),-3,.,.,-4,10,0,-25,.,-10
COc1ccc(Cl)cc1NS(=O)(=O)c1ccc(OC)c(OC)c1,0,5,-3,-4,-2,6,-14,3,2
Cc1cccc(C(=O)Nc2ccccc2SCC2CSc3nc4ccccc4c(=O)n32)c1 (stereo unspecified),5,.,.,9,8,-2,0,.,-10
CCOC(=O)C1=NN(c2ccc(F)cc2)C2=NC(C)=C(C(=O)OC)C(c3cccs3)N12 (stereo unspecified),-10,7,-12,4,11,4,-6,0,-7
COCCCNC(=O)CN1CCN(Cc2ccc(Cl)cc2)C1=O,-5,1,18[fluorescence artefact?],1,2,0,-6,-26,-5
COc1cccc(NC(=O)CSc2nc3n[nH]c(C)c3c(=N)n2-c2cccc(OC)c2)c1,8,3,9[fluorescence artefact?],10,-3,1,-10,1,3
CCN(c1nc(C)cc(OC)n1)S(=O)(=O)c1ccccc1,-14,.,.,13,-2,-3,-7,.,3
COc1ccc(S(=O)(=O)N(CC(=O)NC2CC2)C2CCCCC2)cc1Cl,-10,8,-6,1,.,9,-9,9,.
COc1ccccc1N1CCN(CC(=O)c2c(C)[nH]c3cc(C)ccc23)CC1,14,-1,-12,-12,3,12,-19,-8,-4
Cc1ccc(S(=O)(=O)Nc2ccccc2-c2ccccc2NS(=O)(=O)c2ccc(C)cc2)cc1,20,.,.,6,10,-2,.,.,-8
CC1CCN(c2nc3c(c(=O)[nH]c(=O)n3C)n2Cc2ccccc2)CC1,-15,6,-11,-1,-14,17,-14,2,13
O=C(CCSCCC(=O)NCC1CCCO1)NCC1CCCO1 (stereo unspecified),-38,5,-7,14,0,5,-4,1,0
COc1ccc2c(c1)CCc1c(C(=O)N3CCCc4ccccc43)noc1-2,-31,10,-6,10,-11,-5,-21,13,12
COc1ccccc1CN1CCSCC1,.,0,-3,13,6,-16,10,2,-6
CC(C)C(=O)Nc1ccc(C(=O)NNC(=O)c2ccco2)cc1,1,.,.,-12,4,12,2,.,-3
O=c1cc(N2CCCCC2)c(-c2ccccc2)nn1Cc1ccc(Cl)cc1Cl,3,.,.,-4,11,-2,6,.,-12
COC(=O)C1=C(C)OC(N)=C(C#N)C1c1cccnc1 (stereo unspecified),6,3,-26,15,-11,-10,-25,9[fluorescence artefact?],9
CC(C)c1ccc(NS(=O)(=O)c2cn(C)c(=O)n(C)c2=O)cc1,-28,12,4[fluorescence artefact?],8,-2,14,-20,18[fluorescence artefact?],1
CCCNc1c(N)n(-c2ccccc2)c(=O)[nH]c1=O,-30,-1,20,-5,-12,-12,6,8,9
O=C(CN(C(=O)CCC(=O)Nc1nccs1)c1ccc(F)cc1)NCc1ccco1,7,6,-1[fluorescence artefact?],12,-13,9,-33,12,10
Cc1ccc(-c2nnc(SCC(=O)CC(=O)Nc3ccccc3)n2-c2ccccc2)cc1,-18,.,.,-10,-12,-8,6,.,15
CC(C)(C)C(=O)/C=C(\N)c1ccccn1,-25,4,5,7,-6,-17,-6,-9,5
CCOc1ccccc1N1CCN(CC(=O)Nc2nnc(CC)s2)CC1,-7,.,.,-12,5,0,-5,.,-7
O=C(CSc1nc2ccccc2o1)Nc1ccccc1,-67,-1,12[fluorescence artefact?],9,2,8,-6,0,-2
O=C(Cc1cccs1)Nc1nnc(Cc2ccc(F)cc2)s1,8,2,35[fluorescence artefact?],3,-9,18,-29,-8,12
CCc1ccc(S(=O)(=O)NCCc2csc(-c3ccccc3)n2)s1,-18,6,0,9,-1,12,-11,14,4
Cc1ccccc1Nc1ncccc1C(=O)N1CCOCC1,3,.,.,5,2,1,-18,.,1
Nc1nc(SCCN2C(=O)c3ccccc3C2=O)n[nH]1,14,0,2,25,6,.,-11,-10,-8
CCc1ccc(CNCCNCC(C)O)cc1 (stereo unspecified),6,.,.,9,-7,-20,-1,.,9
CCOn1c(=O)c(-c2ccc(OC)cc2)[n+]([O-])c2ccccc21,-10,4,-8,-12,7,-22,13,6,-4
O=C(NCC(=O)N(Cc1cccs1)C(C(=O)NC1CCCCC1)c1ccco1)c1ccco1 (stereo unspecified),31,7,-8[fluorescence artefact?],14,-4,-7,1,9,10
COCCn1nnnc1C(c1cccc(C#N)c1)N1CCCCCC1 (stereo unspecified),-4,3,-4[fluorescence artefact?],-6,0,1,-35,-10,0
COc1ccc(-n2c(Cc3cc(=O)[nH]c(=O)[nH]3)nnc2SCC(=O)N2CCCC2)cc1,-4,-1,-8,4,17,-2,-16,4,-16
Cc1cccc2cc(C#N)c(SCCN3CCCCC3)nc12,84*,6,19[fluorescence artefact?],-41,-11,-20,-10,-13,9
COc1ccc(NS(=O)(=O)c2ccc(NC(=S)NC(=O)CC(C)C)cc2)cc1,7,.,.,0,2,13,-22,.,0
COCCNC(=O)C(c1ccc(O)cc1)N(Cc1ccco1)C(=O)CCC(=O)Nc1nccs1 (stereo unspecified),-19,12,1[fluorescence artefact?],.,5,.,.,5,-6
CCOc1ccc2nnc(-c3ccc(Br)cc3)n2n1,-12,8,-3[fluorescence artefact?],-7,-8,-8,-17,6,7
Cc1ccc2c(c1)NC(=O)C(CC(=O)Nc1ccc(CN3CCC(C)CC3)cc1)O2 (stereo unspecified),10,-3,1,-7,-4,12,-29,14,5
# Additional structures follow.
SMILES,IL1B cytotox,Candida biofilm,ERb coact inh,VCAM1 TNFa inh,sEH act,cytoskel mod,TNFa cytotox,Smad3 FoxH1 inh,sEH inh
COc1ccc(-c2cc(C#N)nc(N3CCNCC3)n2)cc1,-5,5,36,8,-13,21,-33,1,10
COc1ccc(N(C(=O)c2ccc(F)cc2)C2=CC3CCC(C2)N3C)cc1 (stereo unspecified),-12,-1,-1[fluorescence artefact?],3,-1,.,-10,1,-3
N#C/C=C(/N)N1CCN(c2ccc(Cl)c(Cl)c2)CC1,0,.,.,1,-15,1,-5,.,16
Cn1c(=O)c2c(ncn2Cc2cc(-c3ccccc3)no2)n(C)c1=O,32,4,-16[fluorescence artefact?],-15,6,-7,0,0,-5
Cc1cccc(N2CC(C(=O)O)CC2=O)c1 (stereo unspecified),2,0,9,15,-9,2,-8,0,10
OC1CCCCC1Sc1nc2ccccc2s1 (stereo unspecified),-21,9,-10,20,1,-14,-7,2,-2
COc1ccc2cc(C(c3nnnn3C(C)(C)C)N3CCSCC3)c(=O)[nH]c2c1 (stereo unspecified),-27,2,16,-5,-5,15,-4,3,4
CCCCNC(=O)c1ccc(CNc2c(N3CCC(C(=O)OCC)CC3)c(=O)c2=O)cc1,.,7,-7,-3,4,-1,-10,4,-2
COC(=O)CC1Oc2ccc(C)cc2NC1=O (stereo unspecified),2,7,-16[fluorescence artefact?],9,0,-9,-12,9,-1
COCCNC(=O)Cn1c(=O)n(C)c2ccccc21,16,6,1,9,11,6,-10,-9,-14
COc1ccc(-n2c3c(cc(C(=O)N4CCCCC4)c2=O)C(=O)CC(C)(C)C3)cc1,14,3,-6,30,10,-10,-2,6,-10
CSc1nc2nc3c(c(=O)n2[nH]1)CCC3,-9,0,0,7,-4,-6,-6,-21,1
Nc1cccc(S(=O)(=O)NC2=NCCC2)c1,-1,.,.,-6,-9,19,-5,.,11
COc1ccccc1N1CCSC1C(N)=O (stereo unspecified),-2,10,-3,30,.,-4,-21,12[fluorescence artefact?],.

# Compound activity deposited in PubChem by several laboratories.
